Screening results (PubChem)
PLK1 PBD inh = blocks phosphopeptide binding to human PLK1 polo-box domain; P53350; Plk1 PBD binding of FITC phosphopeptide, fluorescence polarization; Potency, µM, for inactives: max response, negative = inhibition, actives largely listed as inhibitors; 360,000 compounds, 2.8% hits; also: potency is read from the fitted curve at half-maximal effect; series mostly up to about 57 µM; % is scaled to controls: 0 for no effect and ±100 for the full control effect; nearly all actives have a fitted effect of over 65% in size
EPAC1 antag = blocks human EPAC1 exchange factor; Potency, µM (series often up to 115 µM), inactives show at the highest dose activity change, negative = inhibition, usual class: inhibitors; 360,000 compounds, 0.14% hits; EPAC1 GEF assay, Rap1b-BODIPY-GDP exchange fluorescence; O95398;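 also: potency is read from the fitted curve at half-maximal effect; plate controls were vehicle for no effect and positive control for full effect; nearly all actives have a fitted effect of over 50% in size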
Abeta rescue = A-beta toxicity reversal in yeast; yeast expressing A-beta42, growth rescue, OD600, 48 h; response scale: 0% DMSO, 100% iron-clioquinol control; Potency, µM (highest dose often 46.1 µM), without a hit: top-dose growth rescue, usual class: activators; 410,000 compounds, 0.063% hits; AID 1347071; also: potency is read from the fitted curve at half-maximal effect; nearly all actives have a fitted effect of over 55% in size
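Yeast growth medium received pinned compounds, then yeast cells expressing toxic A-beta were added; plates incubated at 30 C for 48 hr. Growth read as absorbance at 600 nm, normalized to DMSO and equimolar FeCl3 plus clioquinol controls.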
PI5P4Ka inh = inhibitors of human PI5P4K alpha; P48426; AID 652105; max response, %; PI5P4Kalpha enzyme, ADP-Glo luminescence, 60 min; stronger effect = lower value; 330,000 compounds, 1.2% hits; active = max response of -50% or lower; inconclusive = between -30% and -50%; inactive = -30% or higher; also: value at the top dose of about 77 µM; % is scaled to controls: 0 for no effect and ±100 for the full control effect
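Controls without substrate or without enzyme flank wells where PI5P4Kalpha converts substrate using 5 microM ATP (final). Incubation lasts 60 minutes at room temperature; ADP formed is read by ADP-Glo luminescence.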
aSyn rescue = alpha-synuclein toxicity inhibition in yeast; 370,000 compounds, 0.14% hits; Potency, µM (highest dose often 46.1 µM), inactives show top-dose growth rescue (activation), usual class: activators; Yeast expressing alpha-synuclein, growth rescue, BacTiter-Glo, 24 h; also: potency is read from the fitted curve at half-maximal effect; % of control where 0% means no effect; nearly all actives have a fitted effect of over 65% in size
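Rescue of yeast growth: cells expressing toxic alpha-synuclein, induced in galactose at OD600 0.02, incubated with compound 24 h at 30 C. ATP luminescence quantified growth; inhibitors of toxicity appear as activators.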
FUS suppressor = rescues growth of FUS-expressing yeast. S. cerevisiae FUS-expressing, growth rescue, OD600, 24 h. Potency, µM (top dose mostly 76.6 µM), without a hit: at the highest dose growth rescue (activation), most hits filed as activators. 390,000 compounds, 0.24% hits;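 also: potency is read from the fitted curve at half-maximal effect; plate controls were DMSO vehicle for no effect and reference control for full effect; nearly all actives have a fitted effect of over 55% in size; some results filed as inactive show a strong effect at the top dose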
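Quantitative HTS measuring growth restoration of FUS-toxic yeast. Galactose-induced cells (OD 0.005) were exposed 24hr at 30C to compounds at several concentrations, then absorbance at 600 nm was recorded.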
IL2 activator = activates IL-2 in a cell-based reporter assay. activation, % (series mostly up to about 46 µM). 360,000 compounds, 0.065% hits. IL-2 activation reporter assay, cell-based qHTS; stimulated with anti-CD3/CD4/CD28 beads; in transgenic mouse T cells. AID 652025; in the data active = activation above about 50%; inconclusive = mostly about 30% to 49%; also: 0% is about no effect
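Readout: EGFP and DsRed signals by fluorescent plate cytometry. Unstimulated transgenic mouse T cells received compound 60 min before antibody-bead stimulation, then incubated 18 h at 37 degrees C.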
WRN helicase inh = WRN helicase (human) inhibition | Q14191 | AID 651768 | 360,000 compounds, 0.46% hits | WRN helicase unwinding, fluorescent forked duplex, kinetic | Potency, µM (titrated, usually from 114 µM), for inactives: at the top dose activity change, negative = inhibition, usual class: inhibitors; also: potency is read from the fitted curve at half-maximal effect; % is scaled to controls: 0 for no effect and ±100 for the full control effect; nearly all actives have a fitted effect of over 55% in size
Target sequence (Q14191 whole entry, looked up): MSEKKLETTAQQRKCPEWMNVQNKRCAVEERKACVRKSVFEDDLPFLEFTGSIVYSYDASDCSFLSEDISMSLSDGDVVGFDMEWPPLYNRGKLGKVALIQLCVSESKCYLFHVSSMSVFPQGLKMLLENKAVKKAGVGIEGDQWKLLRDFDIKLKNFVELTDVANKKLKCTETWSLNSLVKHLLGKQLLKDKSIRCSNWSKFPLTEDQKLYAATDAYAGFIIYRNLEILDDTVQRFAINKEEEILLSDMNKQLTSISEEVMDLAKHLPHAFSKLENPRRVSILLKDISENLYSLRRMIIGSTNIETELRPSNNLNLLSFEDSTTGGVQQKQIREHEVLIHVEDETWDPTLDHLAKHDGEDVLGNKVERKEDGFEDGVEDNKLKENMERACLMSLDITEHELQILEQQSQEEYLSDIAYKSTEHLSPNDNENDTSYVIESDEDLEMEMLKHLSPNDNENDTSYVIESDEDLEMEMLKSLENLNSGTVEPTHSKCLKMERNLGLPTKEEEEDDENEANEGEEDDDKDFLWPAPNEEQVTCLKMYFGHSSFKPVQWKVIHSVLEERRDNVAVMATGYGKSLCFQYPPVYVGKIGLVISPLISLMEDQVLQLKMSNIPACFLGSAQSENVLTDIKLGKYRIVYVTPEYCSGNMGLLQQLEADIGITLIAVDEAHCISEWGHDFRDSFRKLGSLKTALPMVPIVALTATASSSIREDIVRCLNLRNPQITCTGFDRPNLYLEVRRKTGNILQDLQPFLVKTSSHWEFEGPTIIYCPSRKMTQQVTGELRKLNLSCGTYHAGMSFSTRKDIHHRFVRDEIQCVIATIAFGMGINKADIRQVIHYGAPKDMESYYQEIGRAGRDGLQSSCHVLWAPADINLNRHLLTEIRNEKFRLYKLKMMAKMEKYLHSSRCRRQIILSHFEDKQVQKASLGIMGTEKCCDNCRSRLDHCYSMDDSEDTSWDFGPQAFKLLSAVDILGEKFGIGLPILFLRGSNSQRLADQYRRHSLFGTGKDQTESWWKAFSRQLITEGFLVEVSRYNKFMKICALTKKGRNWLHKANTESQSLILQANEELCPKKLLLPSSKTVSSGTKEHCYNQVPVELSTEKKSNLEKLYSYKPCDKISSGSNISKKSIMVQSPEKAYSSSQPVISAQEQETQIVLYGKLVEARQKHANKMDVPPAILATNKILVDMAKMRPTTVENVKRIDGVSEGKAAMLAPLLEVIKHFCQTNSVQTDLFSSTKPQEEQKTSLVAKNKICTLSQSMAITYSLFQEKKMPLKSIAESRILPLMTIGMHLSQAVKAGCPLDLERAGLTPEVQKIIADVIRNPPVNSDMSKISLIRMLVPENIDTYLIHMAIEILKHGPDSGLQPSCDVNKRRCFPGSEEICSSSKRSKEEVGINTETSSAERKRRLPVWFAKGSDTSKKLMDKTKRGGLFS
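WRN at 20 nM final was preincubated with compound for 15 min at room temperature; reaction started with 100 nM forked duplex oligonucleotide carrying fluorophore and quencher plus 2 mM ATP (final). Unwinding followed kinetically by red fluorescence (ex 525/em 598 nm).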
EPAC1 agonist = agonists of human EPAC1 | O95398 | EPAC1 agonist qHTS, biochemical assay; response scale: 100% = response to 6.5 mM cAMP | Potency, µM (doses to about 154 µM), for the others: at the top dose activation, usual class: activators | 360,000 compounds, 0.073% hits | AID 720707; also: potency is read from the fitted curve at half-maximal effect; nearly all actives have a fitted effect of over 60% in size
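Read-out is the fluorescence drop as BODIPY-GDP leaves Rap1B (480 nm excitation, 540 nm emission), recorded every 5 minutes over 30 minutes. Reactions held 100 nM EPAC1, 250 nM Rap1B–BODIPY-GDP and 50 uM GDP, with 6.5 mM cAMP setting full activation.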
* hit, by the source's call; ? = inconclusive; . = no result given; [ ] = another dose, or the depositor's remark. Unless noted, calls follow the shape of the dose curve; as a rule, active = well fitted curve in the direction sought with a large enough effect; inconclusive = small, poorly fitted or top-dose-only effect, or another doubt; inactive = no such curve, though single readings can be large; an effect the other way counts as inactive or inconclusive.

Every second line gives: PLK1 PBD inh	EPAC1 agonist	IL2 activator	FUS suppressor	EPAC1 antag	WRN helicase inh	aSyn rescue	Abeta rescue	PI5P4Ka inh
COC(=O)c1ccc(/C=C/C(=O)O)cc1
  1%	1%	1.3	-10%	-4%	9%	-7%	-22%	0
O=C(Nc1ccccc1)c1cccc(S(=O)(=O)Nc2ccccn2)c1
  -5%	2%	0.2	.	?	13%	-6%	-1%	4
COc1ccc(OCc2nc3ccc(S(=O)(=O)Nc4ccccc4Cl)cc3[nH]2)cc1
  -15%	3%	0.6	15%	-13%	-27%	-4%	-9%	-27
CCOc1ccccc1NC1c2ccccc2C(=O)N1c1cccnc1 (stereo not drawn)
  -10%	5%	-0.4	16%	-12%	3%	?	5%	1
CC1(C)CC(=O)C=C(N2CCCC2)C1
  1%	4%	3.6	-9%	4%	-6%	-2%	-2%	.
COC(=O)c1c(C)nc2ccccc2c1-c1ccccc1
  -6%	5%	-4.1	2%	11%	-8%	-30%[inhibitor]	15%	.
C=CCN=C1S/C(=C/c2cccc([N+](=O)[O-])c2)C(=O)N1CC=C
  -2%	0%	-3.3	15%	-16%	-1%	6%	-9%	1
COc1ccc(S(=O)(=O)NCC2CCCN(Cc3cn(C)nc3C)C2)cc1 (stereo not drawn)
  ?	0%	-1.2	-16%	3%	1%	-1%	-8%	1
Cc1ccc(C)c(CSC2=NCCN2S(=O)(=O)c2ccccc2)c1
  -4%	4%	-4.6	32%	-3%	?	11%	-5%	-4
O=C1N[C@H](Cc2ccccc2)COC(=O)[C@@H](Cc2ccc(F)cc2)CC/C=C/C[C@H]1CC(=O)N(CCO)Cc1ccccc1
  -3%	-10%	-2.8	?	-23%	-7%	4%	-9%	-5
CN1OC[C@@H]2CN[C@H](c3ccc(-c4cccc(F)c4)cc3)C[C@@H]21
  0%	0%	-1.7	-4%	13%	1%	0%	-8%	-2
O=c1cc(-c2ccc(O)cc2)oc2c(C3O[C@H](CO)[C@@H](O)[C@H](O)[C@H]3O)c(O)cc(O)c12 (stereo partly drawn)
  -6%	-22%	0.0	-25%	21%	-11%	-5%	-24%	-73*
N/C(Cc1ccccc1)=N\OC(=O)c1cccc2ccccc12
  -5%	9%	-0.7	7%	-25%	-8%[57.1 µM]	-81%[inhibitor]	-84%[inhibitor]	1
COC(=O)[C@H](Cc1ccccc1)NC(=O)NCc1cccs1
  -9%	1%	0.6	9%	1%	1%	13%	-1%	.
COc1ccc(Nc2nc(N3CCN(C)CC3)nc3ccccc23)c(OC)c1
  3%	-9%	-2.6	-5%	-15%	-12%	4%	0%	-3
CSc1nc(N(C)C)c2ccccc2n1
  -13%	12%	1.4	-9%	-6%	-8%	-5%	-5%	-4
Nc1ccc(S(=O)(=O)NN=CC=Cc2ccccc2[N+](=O)[O-])cc1
  -10%	2%	-0.2	35%	-6%	-10%	-3%	2%	-5
CC(C)Cn1c(=O)c(C(=O)Nc2ccccc2S(N)(=O)=O)c(O)c2ccccc21
  -6%	24%	-4.8	27%	-18%	-11%	-5%	10%	.
O=c1c(Cc2ccc(F)cc2)c(O)ccn1C1CCCCC1
  0%	7%	0.0	-19%	7%	5%	1%	9%	5
Cc1ccc(CNS(=O)(=O)NCc2cccs2)cc1
  -12%	3%	-2.8	-34%	-10%	4%	9%	14%	-4
CCOC(=O)c1cc(-c2c(Cl)cccc2Cl)no1
  -4%	9%	0.1	7%	?	3%	4%	1%	-1
O=C(CSc1nnnn1-c1ccccc1)Nc1nc(-c2ccccc2)ns1
  -2%	-3%	-2.0	-26%	2%	-10%	-11%	24%[9.22 µM]	9
CC(NC(=O)CN1CCN(C(=O)c2cccs2)CC1)c1ccc(F)cc1F (stereo not drawn)
  -14%	-4%	0.0	4%	?	4%	-15%	7%	-2
CC(C)NC(=O)N[C@H]1C=C[C@H](CC(=O)NCc2ccc(Oc3ccccc3)cc2)O[C@@H]1CO
  -3%	-5%	-0.2	16%	-11%	-4%	2%	-6%	2
COCC(C)n1c(C)cc(C(=O)COc2ccc(C)nc2[N+](=O)[O-])c1C (stereo not drawn)
  -7%	10%	1.1	-1%	-29%	-1%	0%	-14%	1
Cn1c(CN2CCN(C(=O)c3ccccc3Cl)CC2)nc2cc([N+](=O)[O-])ccc21
  -8%	-1%	-2.8	7%	21%	-9%	0%	5%	1
O=c1[nH]c2ccc(NS(=O)(=O)c3ccc(F)c(Cl)c3)cc2[nH]1
  -22%	-14%	-6.4	-18%	-6%	5%	0%	-25%	-5
O=[N+]([O-])c1ccc(NCCNCCOc2nonc2-c2ccccc2)c([N+](=O)[O-])c1
  -5%	-6%	2.4	-13%	3%	1%	-12%	-5%	17
COc1ccccc1OCC(=O)Nc1sc2c(c1C(=O)NCC1CCCO1)CCC2 (stereo not drawn)
  -3%	15%	0.2	15%	-5%	-8%	2%	23%	.
Nc1cc(C(=O)c2cccs2)ccc1Cl
  0%	5%	0.4	10%	17%	2%	8%	4%	.
COc1ccc(Cn2nnnc2CN2CCC(O)(c3ccccc3F)CC2)cc1
  -5%	6%	2.2	0%	?	2%	-1%	-9%	-1
Cc1cc(Cl)ccc1NC(=O)COC(=O)CCNS(=O)(=O)c1ccccc1
  0%	-4%	2.0	5%	-4%	6%	-3%	-7%	-4
Cc1cc([N+](=O)[O-])nn1CCC(=O)NC1CCCCCC1
  -7%	-1%	-3.5	-1%	-10%	8%	-7%	-13%	2
Cc1ccc(-c2nc3ccccn3c2NC(=O)c2ccco2)cc1
  -4%	7%	-2.8	3%	3%	-7%[57.1 µM]	-16%	18%	.
O=S(=O)(NCc1ccc(F)cc1)c1ccc(Br)cc1Br
  -4%	-8%	0.6	-13%	-5%	0%	20µM*	-6%	0
COC(=O)c1cn(CC(=O)NC2CCCCC2)c2ccccc12
  -3%	1%	2.4	42%	-9%	1%	-1%	-2%	.
COc1ccc(-n2nnnc2SCC(=O)Nc2cccc(NC(C)=O)c2)cc1OC
  -18%	-1%	-0.3	6%	-5%	2%	1%	6%	.
NC(=O)[C@H]1CC2(CC(c3cccc(NC(=O)CC(c4ccccc4)c4ccccc4)c3)=NO2)CN1C(=O)CC(c1ccccc1)c1ccccc1 (stereo partly drawn)
  -4%	-10%	-0.5	?	-8%	-8%	0%	6%	-8
Cn1c(CN2CCOCC2)nnc1SCC(=O)Nc1ccc([N+](=O)[O-])cc1O
  -7%	-1%	-2.0	.	-4%	-14%	2%	2%	20
COc1ccc(S(=O)(=O)N(C)CC(=O)Nc2ccccc2OC)cc1C
  -6%	22%	0.8	14%	-11%	-14%	-1%	11%	2
CC(O)CNc1nc2c(c(=O)n(C)c(=O)n2C)n1CCc1ccccc1 (stereo not drawn)
  -2%	14%	0.6	?	0%	-3%	3%	17%	5
Cc1nc(-c2ccccc2)sc1C1(C)CC(c2ccc(OC(F)(F)F)cc2)=NO1 (stereo not drawn)
  -4%	-27%	0.0	-18%	-22%	-6%	-4%	-8%	11
COc1ccc(-c2nnc(NC(=O)C3CC3)o2)cc1
  -2%	0%	0.7	-5%	6%	1%	7%	-14%	0
COC(=O)c1cccc(NC(=O)CSc2nnc(C)n2C)c1
  0%	-3%	-1.5	-24%	-2%	-18%	2%	4%	1
Nc1nonc1-n1nnc(C(=O)N/N=C/c2ccccn2)c1CNc1ccccc1
  -12%	2%	0.3	13%	-30%	-2%	-15%	6%	7
COc1ccc(N2CC(C(=O)NC3=NCCS3)CC2=O)cc1 (stereo not drawn)
  -4%	10%	-0.2	-27%	-19%	4%	-1%	5%	1
Cc1nn(CCO)c2ncc(C(=O)c3cc(F)ccc3O)cc12
  2%	-3%	6.0	-4%	8%	0%	6%	-5%	-8
CC(=O)Nc1ccccc1C(F)(F)F
  5%	1%	1.8	-4%	-8%	5%	1%	-5%	0
CCC1Sc2ccc(S(=O)(=O)Nc3ccc(OC)cc3)cc2NC1=O (stereo not drawn)
  2%	1%	-0.2	15%	-21%	-3%	8%	13%	1
Cc1ccc(NC(=O)Cn2cc([N+](=O)[O-])nc2C)cc1C
  2%	14%	0.5	-19%	15%	2%	4%	5%	2
Cc1ccc(Cl)cc1N1CCN(C(c2ccc(C#N)cc2)c2nnnn2C2CCCC2)CC1 (stereo not drawn)
  -5%	15%	1.4	55%	4%	-15%	-13%	1%	.
Cc1ccc(-c2nn(-c3ccccc3)cc2C(N)=O)o1
  -23%	3%	-0.7	-3%	7%	-1%	-1%	-8%	?
Cc1ccc(NC(=O)c2ccc(NS(=O)(=O)c3cccc4cccnc34)cc2)cc1
  -3%	15%	-2.7	4%	-10%	-12%	2%	2%	-2
COc1ccc(C(C)(C)C)cc1NC(=O)COC(=O)c1ccc([N+](=O)[O-])o1
  30µM*	3%	-4.1	10%	-7%	-1%	-73%[inhibitor]	-94%[inhibitor]	0
Cc1cc(Nc2ccc(C)c(F)c2)n2ncnc2n1
  -10%	-3%	-2.5	14%	2%	-11%	10%	21%	-2
